EPAC1 antagonist: EPAC1 (human) antagonism. Potency, µM (series often up to 115 µM), for the others: at the highest dose activity change, negative = inhibition, usual class: inhibitors. EPAC1 GEF assay, Rap1b-BODIPY-GDP exchange fluorescence. 360,000 tested, 0.14% active. AID 720709;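 note: potency is the fitted concentration of half-maximal effect; plate controls were vehicle for no effect and positive control for full effect; nearly all actives have a fitted effect of over 50% in size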
Target sequence (O95398 whole entry, looked up): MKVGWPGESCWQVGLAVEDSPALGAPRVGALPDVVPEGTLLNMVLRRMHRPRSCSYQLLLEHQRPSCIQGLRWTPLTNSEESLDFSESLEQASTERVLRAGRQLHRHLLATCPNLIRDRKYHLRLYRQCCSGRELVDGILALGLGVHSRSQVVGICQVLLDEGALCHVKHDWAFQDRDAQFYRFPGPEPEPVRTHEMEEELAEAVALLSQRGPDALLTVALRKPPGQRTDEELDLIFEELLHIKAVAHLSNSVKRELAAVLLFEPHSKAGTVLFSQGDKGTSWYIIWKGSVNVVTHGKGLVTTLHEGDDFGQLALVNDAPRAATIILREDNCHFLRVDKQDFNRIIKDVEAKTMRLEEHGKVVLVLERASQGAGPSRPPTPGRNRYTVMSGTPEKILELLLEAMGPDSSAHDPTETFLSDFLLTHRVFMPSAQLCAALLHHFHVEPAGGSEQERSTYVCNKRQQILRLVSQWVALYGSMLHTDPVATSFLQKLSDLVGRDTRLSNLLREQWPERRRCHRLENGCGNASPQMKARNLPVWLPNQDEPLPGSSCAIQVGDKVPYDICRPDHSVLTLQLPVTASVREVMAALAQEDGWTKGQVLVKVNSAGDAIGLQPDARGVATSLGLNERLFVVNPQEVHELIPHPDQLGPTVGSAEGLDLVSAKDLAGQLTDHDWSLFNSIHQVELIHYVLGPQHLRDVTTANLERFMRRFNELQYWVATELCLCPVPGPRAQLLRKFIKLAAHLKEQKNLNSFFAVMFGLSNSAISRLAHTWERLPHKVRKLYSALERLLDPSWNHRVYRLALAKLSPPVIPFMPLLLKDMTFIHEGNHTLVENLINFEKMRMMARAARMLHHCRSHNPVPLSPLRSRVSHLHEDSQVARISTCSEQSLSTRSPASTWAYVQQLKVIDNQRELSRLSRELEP
WRN inhibitor: WRN helicase (human) inhibition. Q14191. WRN helicase unwinding, fluorescent forked duplex, kinetic. Potency, µM (series often up to 114 µM), for inactives: at the highest dose activity change, negative = inhibition, usual class: inhibitors. 360,000 tested, 0.46% active. AID 651768; note: potency is the fitted concentration of half-maximal effect; % is set by controls: 0 for no effect and ±100 for the full control effect; nearly all actives have a fitted effect of over 55% in size
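Enzyme (20 nM final) and test compound sit together 15 min at room temperature before substrate addition. Substrate is a single-forked duplex oligonucleotide (100 nM) labelled with fluorophore and quencher, with 2 mM ATP; helicase unwinding raises red fluorescence, read kinetically.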
PLK1 PBD inh: inhibitors of human PLK1 polo-box domain binding. 360,000 tested, 2.8% active. Plk1 PBD binding of FITC phosphopeptide, fluorescence polarization. Potency, µM, inactives show max response, negative = inhibition, usual class: inhibitors. P53350; note: potency is the fitted concentration of half-maximal effect; series mostly up to about 57 µM; % is set by controls: 0 for no effect and ±100 for the full control effect; nearly all actives have a fitted effect of over 65% in size
PI5P4K alpha inh: inhibitors of human PI5P4K alpha; 330,000 tested, 1.2% active; P48426; max response, %; PI5P4Kalpha enzyme, ADP-Glo luminescence, 60 min; hits give low values; active = max response of -50% or lower; inconclusive = between -30% and -50%; inactive = -30% or higher; note: value at the top dose of about 77 µM; % is set by controls: 0 for no effect and ±100 for the full control effect
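Reactions run in 0.038 M HEPES pH 7.4, 0.28 mM EGTA, 0.1% CHAPS and 5% DMSO, with PI5P4Kalpha, substrate, compound and 5 microM ATP final, one hour at room temperature. Readout is ADP-Glo luminescence.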
IL-2 act: activators of IL-2; IL-2 activation reporter assay, cell-based qHTS; stimulated with anti-CD3/CD4/CD28 beads; in transgenic mouse T cells; activation, % (series mostly up to about 46 µM); 360,000 tested, 0.065% active; in the data active = activation above about 50%; inconclusive = mostly about 30% to 49%; note: 0% is about no effect
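Unstimulated transgenic mouse T cells; 60-min compound exposure; bead-based TCR/CD4/CD28 stimulation; 18 h culture, 37 degrees C; dual fluorescence (EGFP, DsRed) plate cytometry.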
FUS yeast rescue: rescues growth of FUS-expressing yeast. 390,000 tested, 0.24% active. S. cerevisiae FUS-expressing, growth rescue, OD600, 24 h. Potency, µM (series often up to 76.6 µM), for the others: top-dose growth rescue (activation), most hits filed as activators;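 note: potency is the fitted concentration of half-maximal effect; plate controls were DMSO vehicle for no effect and reference control for full effect; nearly all actives have a fitted effect of over 55% in size; some results filed as inactive show a strong effect at the top dose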
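Read-out: OD at 600 nm after 24hr at 30C, reporting rescue of FUS-induced yeast toxicity. Cells at OD 0.005 in galactose (2%) minimal medium; compounds tested in a dilution series; CP55940 titration from 92uM final as control.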
EPAC1 ag: agonists of human EPAC1; O95398; EPAC1 agonist qHTS, biochemical assay; response scale: 100% = response to 6.5 mM cAMP; Potency, µM (titrated, usually from 154 µM), without a hit: at the top dose activation, most hits filed as activators; 360,000 tested, 0.073% active; AID 720707; note: potency is the fitted concentration of half-maximal effect; nearly all actives have a fitted effect of over 60% in size
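Normalized to 6.5 mM cAMP, activity reflects EPAC1-catalysed release of BODIPY-GDP from Rap1B, followed kinetically over 30 min at 480 nm excitation, 540 nm emission. Reaction contained 100 nM EPAC1, 250 nM Rap1B-BODIPY-GDP, 50 uM GDP.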
Abeta yeast res: restores growth of yeast expressing A-beta42 peptide; yeast expressing A-beta42, growth rescue, OD600, 48 h; response scale: 0% DMSO, 100% iron-clioquinol control; Potency, µM (highest dose often 46.1 µM), without a hit: at the highest dose growth rescue, usual class: activators; 410,000 tested, 0.063% active; AID 1347071; note: potency is the fitted concentration of half-maximal effect; nearly all actives have a fitted effect of over 55% in size
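Yeast growth medium received pinned compounds, then yeast cells expressing toxic A-beta were added; plates incubated at 30 C for 48 hr. Growth read as absorbance at 600 nm, normalized to DMSO and equimolar FeCl3 plus clioquinol controls.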
Starred values were filed as active, the others as inactive; ? = inconclusive; . = not tested or not shown; [ ] = another dose, or the depositor's remark. Unless noted, calls come from the whole dose curve; as a rule, active = well fitted curve in the direction sought with a large enough effect; inconclusive = small, poorly fitted or top-dose-only effect, or another doubt; inactive = no such curve, though single readings can be large; an effect the other way counts as inactive or inconclusive.

SMILES | EPAC1 antagonist | WRN inhibitor | PLK1 PBD inh | PI5P4K alpha inh | IL-2 act | FUS yeast rescue | EPAC1 ag | Abeta yeast res
COc1cc(Cl)c(CNC[C@H]2O[C@@H](n3cnc4c(=O)[nH]c(N)nc43)[C@H](O)[C@@H]2O)c(Cl)c1O | -11% | -10% | 8% | 4 | -0.3 | -2% | 6% | -3%
COc1ccc(CNC(=O)c2cc(C)nc3ccccc23)cc1OC | -20% | -1% | ? | -1 | -2.0 | 21% | 9% | 0%
Cn1cccc1/C=N/NC(=O)c1ccco1 | 1% | 7% | 2% | 13 | 3.1 | -2% | -6% | -7%
CCOC(=O)Nc1nc(-c2ccccc2)c(C(=O)c2ccccc2)s1 | -2% | 6% | -2% | -1 | -0.7 | 1% | -14% | 14%
COc1ccc(OCCNC(=O)c2ccccc2Cl)cc1 | -10% | -1% | -4% | 1 | -2.3 | -7% | 14% | -18%
C[N+]1(CN2C(=O)C3C4C=CC(C4)C3C2=O)CCCCC1 (centres undefined) | -2% | -9% | -3% | -3 | 0.9 | 14% | -5% | -11%
COCC(C)n1c(SCC(=O)Nc2sccc2C(N)=O)nc2ccccc2c1=O (centres undefined) | -24% | -7% | 0% | 29 | 0.7 | 36% | 3% | -4%
CCn1c2ccccc2c2nnc(SCC(=O)NC3CCS(=O)(=O)C3)nc21 (centres undefined) | 7% | -21% | -6% | -4 | -0.6 | . | 7% | 1%
CN(C)S(=O)(=O)N1CCC(Oc2ccc(C(=O)N3CCCCCC3)cc2)CC1 | 19% | 10% | -9% | -2 | -3.0 | 6% | 6% | -5%
CC(C)C(=O)NNC(=O)CSc1nnc(-c2ccccc2)c(-c2ccccc2)n1 | -5% | -1% | -8% | -1 | 1.0 | 16% | 0% | -4%
Cc1ccccc1NC(=O)CSc1cn[nH]n1 | -15% | -6%[57.1 µM] | -3% | 0 | 1.3 | -49% | -2% | -4%
COc1ccc(NC(=O)NCc2ccccc2F)cc1OC | 4% | -5% | -2% | 1 | 2.7 | -42% | 11% | 2%
CC(=O)Nc1cccc(NC=C(C#N)C#N)c1 | -7% | -3% | -14% | -10 | -0.4 | 2% | 0% | -10%
Cc1c(C(=O)OCC(=O)N2CCN(c3ccccc3)CC2)oc2ccccc12 | -17% | 8% | -11% | 0 | 1.9 | -15% | 8% | 15%
CCOc1ccc(NC2OC(CO)C(O)C(O)C2O)c([N+](=O)[O-])c1 (centres undefined) | 3% | 0% | -6% | -5 | -4.5 | -20% | 3% | 5%
O=C(CSc1n[nH]c(-c2cccnc2)n1)Nc1ccccc1 | -19% | -20% | -1% | 2 | 15 | -29% | 2% | 10%[9.22 µM]
CN(c1ccccc1C(=O)Nc1ccc2ccccc2c1)S(C)(=O)=O | 3% | 6% | 3% | 0 | -0.1 | -11% | 9% | -5%
O=C(O)C(Cc1ccccc1)N=C(NS(=O)(=O)c1ccccc1)c1ccccc1 (centres undefined) | 10% | 1% | -2% | 1 | -0.6 | -13% | 9% | -1%
COc1ccc(Br)cc1CN(C)CC(=O)Nc1cccc(S(=O)(=O)N2CCCC2)c1 | -20% | -14% | 6% | -1 | -0.9 | 4% | -2% | 0%
CC(C)CN(C(=O)CSc1ncnc2sccc12)C1CCS(=O)(=O)C1 (centres undefined) | 4% | -3% | -1% | 0 | 0.3 | -12% | -1% | -2%
COc1cccc(OC)c1C(=O)Nc1ccc2nc(C)c(C)nc2c1 | 1% | -2% | 6% | -1 | 3.6 | 0% | 4% | -6%
CCOC(=O)c1c(CN2CCN(C)CC2)oc2ccc(O)cc12 | 1% | 1% | 1% | -1 | -1.4 | 12% | 6% | -8%
O=C(O)c1ccccc1OCCN1CCCC1=O | 1% | -13% | -6% | 4 | 4.1 | -18% | 0% | 12%
O=C(c1ccco1)N1CCN(S(=O)(=O)c2ccc(Br)s2)CC1 | -7% | -11%[57.1 µM] | -14% | . | -1.2 | 9% | 4% | -6%
Cc1ccc(N2CC(C(=O)N3CCC(C(=O)Nc4ccc(Br)cc4)CC3)CC2=O)cc1 (centres undefined) | -6% | 6% | 3% | 4 | -0.5 | 23% | -5% | 27%
CC(=O)C1=C(O)C(=O)N(c2cccc(Br)c2)C1c1ccccc1Cl (centres undefined) | -3% | 5% | -26% | 1 | 1.7 | 31% | 12% | -10%
COC(=O)Nc1ccc(N2CCOCC2)c(S(=O)(=O)N2CCOCC2)c1 | 5% | 0% | -9% | -9 | -1.1 | -1% | 1% | 2%
O=C(Nc1cc(C(F)(F)F)ccc1N1CCOCC1)c1ccc(F)cc1 | 0% | -6% | 0% | 0 | 0.5 | 4% | -2% | 12%
O=C(NC(=S)N1CCCc2ccccc21)c1ccccc1 | 6% | 8% | -17% | -16 | -0.2 | 27% | 12% | -10%
CC(=O)NC(Cc1c[nH]c2ccccc12)C(=O)Nc1ccc2c(c1)OCO2 (centres undefined) | 10% | -2% | -1% | -2 | 0.0 | 6% | -2% | 8%
CCCCCCCCS(=O)C1CCS(=O)(=O)C1 (centres undefined) | -4% | -13% | ? | -13 | -1.8 | -12% | 1% | -1%
COc1ccc(C(CNCC(=O)Nc2ccccc2F)N(C)C)cc1 (centres undefined) | 11% | 4% | 6% | -3 | -1.9 | -31% | -7% | -7%
Cc1ccc(-n2c(SCC(=O)Nc3ccc4c(c3)OCO4)nnc2-c2ccccn2)cc1 | 3% | 0% | -3% | . | 3.4 | 32% | -9% | -6%
CCCCCCCOc1ccc(-c2ccc(C#N)cn2)cc1 | 5% | -5% | -4% | 10 | -2.7 | 12% | 1% | -17%
O=C(Cn1cnc2cc(Cl)ccc2c1=O)Nc1ccc2c(c1)OCO2 | -1% | -9% | -5% | -8 | 0.0 | -17% | 1% | 11%
Cc1nc(-c2cc(-c3nc(-c4ccc(C(C)(C)C)cc4)no3)no2)cs1 | 2% | -9% | 0% | 24 | -0.8 | 15% | 7% | -22%
CCCNC(=O)C1(C)CCN(C(=O)c2oc3ccccc3c2C)C1 (centres undefined) | 11% | 10%[57.1 µM] | -3% | -8 | 0.2 | -14% | -15% | -16%
COCc1cc(Sc2ccc(Cl)cc2)nc(C)n1 | -12% | 0% | 0% | -3 | -0.8 | -17% | -7% | -9%
Cc1ccc(-n2nc(C(=O)NCc3ccco3)c3c4ccccc4n(C)c3c2=O)cc1 | 2% | 4% | -7% | 1 | -2.0 | 35% | 0% | -20%
Cc1nc2ccccc2c2c1C(=O)N(c1cccc(C(=O)O)c1)C2=O | -10% | -3% | 1% | 2 | 0.5 | 20% | 3% | 5%
CCOC(=O)c1c(NC(=O)COC(=O)CCOc2cc(C)ccc2C)sc(C(=O)N(C)C)c1C | -7% | -2% | 5% | 6 | -1.1 | . | 8% | ?
Cc1cc(-c2ccn[nH]2)c(C)s1 | 3% | -6% | -23% | 0 | -1.8 | -6% | -3% | 9%
CNc1c([N+](=O)[O-])cnn1-c1ccccc1F | -9% | 2% | 4% | 1 | 0.5 | -6% | 3% | 0%
NC1=NC(=O)/C(=C\c2cccnc2)S1 | ? | 0% | -21% | -7 | 0.0 | -8% | 3% | -13%
Cc1cccc(C(C)C)c1NC(=O)Cc1ccc(S(=O)(=O)N2CCOCC2)s1 | 8% | -5% | 2% | 4 | -0.4 | 8% | 3% | 9%
O=C(O)c1ccc(N2CC3CC(C2)c2cccc(=O)n2C3)c(NC(=S)Nc2ccc(Br)cc2)c1 (centres undefined) | 6% | -9% | 19µM* | -13 | -2.1 | 30% | 0% | 7%
COc1ccc(/C=C2/C(=O)N(c3ccccc3)N=C2C)c(OC)c1 | -3% | -31%[11.6 µM] | 19µM* | 15 | 0.7 | -17% | 8% | 10%
COc1ccc(CNC(=O)CSCc2cccc(Cl)c2)cc1 | -7% | 1% | -14% | 9 | -0.5 | . | 0% | -1%

No new results follow: entries from further up.
SMILES | EPAC1 antagonist | WRN inhibitor | PLK1 PBD inh | PI5P4K alpha inh | IL-2 act | FUS yeast rescue | EPAC1 ag | Abeta yeast res
CCCNC(=O)C1(C)CCN(C(=O)c2oc3ccccc3c2C)C1 (centres undefined) | 11% | 10%[57.1 µM] | -3% | -8 | 0.2 | -14% | -15% | -16%
COCc1cc(Sc2ccc(Cl)cc2)nc(C)n1 | -12% | 0% | 0% | -3 | -0.8 | -17% | -7% | -9%

Going on with the list.
SMILES | EPAC1 antagonist | WRN inhibitor | PLK1 PBD inh | PI5P4K alpha inh | IL-2 act | FUS yeast rescue | EPAC1 ag | Abeta yeast res
COc1ccc(C(CNC(=O)Cn2c(=O)oc3ccccc32)N(C)C)cc1 (centres undefined) | 2% | -8% | -4% | -1 | -2.1 | . | 8% | -12%
Cc1cc(Oc2ccccc2)nc(NCc2ccccc2)n1 | -2% | -27% | -5% | -2 | -2.1 | . | -7% | 16%
COc1cc([C@H]2[C@@H]3CCCC[C@]3(O)CCN2CC(=O)Nc2ccc(C)cc2)ccc1O | 12% | 6% | -6% | -3 | -0.5 | 23% | 9% | 3%
Cc1ccc2c(c1)C(=O)N1[C@H]3c4cc(C)ccc4OC[C@@H]3[C@H](c3ccccc3)[C@]1(C)C(=O)N2 | -8% | 4% | 0% | 2 | -0.5 | 24% | -11% | 4%
Cc1nc2c(=O)n(C)c(=O)n(C)c2nc1Cl | -8% | -4% | 24µM* | 8 | -5.1 | -7% | -2% | -61%[inhibitor]
CN(CC(=O)Nc1cccc(F)c1)C(=O)C1CC(=O)N(CCc2ccccc2)C1 (centres undefined) | 0% | 1% | 0% | -5 | 0.3 | 11% | ? | 0%
CC(C)(COC(=O)c1ccccc1)N1CC2CCC(C1)O2 | -2% | -4% | 0% | 27 | -4.8 | . | -2% | 10%
CC(C)c1nnc(NC(=O)CCC(=O)NC2CC2)s1 | -3% | -4% | -9% | 1 | -0.4 | -30% | 11% | 0%
CCOC(=O)N1CCC(NC(=O)c2ccc3c(c2)N(Cc2ccccc2)CCS3)CC1 | -5% | -4% | -3% | 0 | -4.6 | 3% | 28% | -18%
COc1ccccc1OC1=NS(=O)(=O)c2ccccc21 | 6% | 8% | ? | -7 | -1.7 | 0% | 4% | -5%
Cc1cc(Oc2ccccc2)nc(N2CCOCC2)n1 | -13% | -10% | -4% | -2 | -0.4 | -21% | -10% | 17%
CCCc1cc(Nc2cccc(OC)c2)n2ncnc2n1 | -3% | 6% | -4% | . | 0.6 | 25% | 8% | 4%

A few values from above.
Cc1cc(Oc2ccccc2)nc(NCc2ccccc2)n1 in Abeta yeast res is listed with 16%
Cc1nc2c(=O)n(C)c(=O)n(C)c2nc1Cl in WRN inhibitor is listed with -4%
CC(C)(COC(=O)c1ccccc1)N1CC2CCC(C1)O2 in EPAC1 ag is listed with -2%

Compound activity (PubChem BioAssay)
